From PubChem BioAssay
CD40 NFkB inh = CD40 pathway inhibition in BL2 cells | BL2 NF-kB luciferase reporter, CD40L-induced, 4 h | inhibition, % at 10 µM | 83,000 tested, 0.94% active | AID 1053188;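 active means mean inhibition of at least 50% with a set share of replicates also reaching that level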;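 further: 0% = neutral control wells and 100% = IKK inhibitor VII at 50 µM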
* hit, by the source's call; & = joins results of further samples; [ ] = remark or other dose. This is a subset; count on the stated rates, not on these rows.

CD40 NFkB inh	mol
-12.2	Cc1noc(C)c1S(=O)(=O)Nc1ccc2c(c1)C(=O)N([C@@H](C)CO)C[C@H](C)[C@@H](CN(C)S(=O)(=O)c1ccccc1)O2
-3.9	O=C(COc1ccccc1)NNC(=S)NC(=O)c1ccccc1
-2.1	NC(=O)c1ccc[n+](CCC[n+]2cccc(C(N)=O)c2)c1
7.1[25 µM]	O=C(Cc1ccccc1)N1C[C@@H]2[C@H](c3ccccc31)[C@H](CO)N2S(=O)(=O)c1ccccc1
3.0	CN1CCN(C(=O)C[C@H]2CC[C@H]3[C@H](COc4ccc(NC(=O)C5CCC5)cc4C(=O)N3C)O2)CC1
15.5[25 µM]	C[C@H](O)C#Cc1ccc([C@H]2[C@H](CO)N3CCCCN(C(=O)c4cccc(F)c4)C[C@@H]23)cc1
0.2	CN(C)C(=O)c1cc2c(c(-c3cccc(C4=CCCC4)c3)n1)[C@H](CCO)N([S@@](=O)C(C)(C)C)C2
18.9	CC(=O)C1CCC2C3CCC4=CC(=O)C=CC4(C)C3CCC12C (configuration not stated)
-3.5	CCN(CC)S(=O)(=O)c1ccc(N2CCOCC2)c(NC(=O)CSCc2c(C)noc2C)c1
-5.0	CC(C)(C)NC(=O)NC(=O)COC(=O)CNC(=O)C1CCCCC1
16.6	CCOc1ccccc1OCCCC(=O)Nc1ccc(S(=O)(=O)Nc2cc(C)nc(C)n2)cc1
4.8	CCOCCCNC(=S)N1CCC(C(=O)c2ccc3c(c2)OCCO3)CC1
-7.5[25 µM]	CO[C@H]1CN(C)C(=O)c2cc(NC(C)=O)ccc2OC[C@H](C)N(C(=O)Cc2ccccn2)C[C@H]1C
18.8	CCNC(=O)Nc1cc(OC)c(OC)cc1C(=O)O
-11.5	Cc1cccc2sc(N3CCN(C(=O)c4cccs4)CC3)nc12
-1.8	O=C(CCC(=O)c1cccs1)Nc1nnc(C2CC2)s1
-55.8	NNC(=O)c1nc2ccccc2s1
-33.4	N#Cc1cc(-c2ccccc2)cnc1Sc1ccccc1
-20.7	CC1CCc2c(sc(NC(=O)COC(=O)c3ccc(NC(=O)CC#N)cc3)c2C#N)C1 (configuration not stated)
-19.9	O=S(=O)(NCc1csc(-c2cccs2)n1)c1cccs1
-3.6[25 µM]	O=C1CCCn2cc(nn2)COCC2CCCN12 (configuration not stated)
-0.8	O=C(Cn1c(=O)cnc2ccccc21)N1CCN(S(=O)(=O)c2ccc(F)cc2)CC1
6.8	COc1cccc(N(Cc2nnc3n2CCCCC3)C(=O)Nc2ccccc2)c1
8.0	CCCOc1c(Br)cc(C(N)=O)cc1OCC
-10.4	Cc1ccc(OCCSc2nnc(C)c(=O)n2N)cc1
6.6	N#Cc1c(-c2ccc(Cl)cc2)ccn2nc(CCC(=O)O)nc12
11.2	O=C(Cn1c(=O)[nH]c2ccsc2c1=O)N1CCN(c2ccc(F)cc2)CC1
1.4	CCS(=O)(=O)Nc1ccc2c(c1)C(=O)N(C)C[C@@H](OC)[C@@H](C)CN[C@@H](C)CO2
7.7	CC(C)(C)c1ccc(C(=O)NCCC(=O)Nc2ccc3c(c2)OCCO3)cc1
-1.7&11.5[25 µM]	N#Cc1cccc(-c2ccc(C3[C@H]4CNC[C@@H]3N4S(=O)(=O)c3ccc(F)cc3)cc2)c1 (some centres not stated)
-7.2[25 µM]	COCC#Cc1ccc2c(c1)O[C@H](CN(C)C(=O)COC)[C@H](C)CN([C@H](C)CO)S2(=O)=O
4.5	Cc1sc2nc(CN3CCCC3)nc(N3CCC(C(N)=O)CC3)c2c1C
5.7	CCCNC(=S)NC1CC2CCC(C1)N2Cc1ccccc1 (configuration not stated)
10.8	COC(=O)CN(c1cccc(C(C)=O)c1)S(C)(=O)=O
-59.6	COc1cccc2cc(-c3ccnc(N)n3)oc12
3.5	O=C(N1CCCCC1)C1(c2ccccc2)CCOCC1
3.1	Nc1nc(C(F)(F)F)c(Br)c(=O)n1N
3.8	CCOC(=O)c1c(C)n(CCNC(C)=O)c2ccc(OC)cc12
5.1	COC(=O)c1ccc(S(=O)(=O)N2CCOCC2)o1
-0.1	Cc1cc(NC(=O)C(C)SCC(=O)N(C)CC(=O)Nc2ccccc2C(F)(F)F)no1 (configuration not stated)
9.3	COc1cc(OC)cc(C(=O)NNC(=O)CN2C(=O)NC(C)(c3ccc(C)cc3)C2=O)c1 (configuration not stated)
3.9	CCOc1ccccc1OCC(=O)Nc1ccc2[nH]c(=O)[nH]c2c1
0.1	O=C1CC2CS(=O)(=O)CC2N1C1CCCCC1 (configuration not stated)
6.8	CCOC(=O)C1CCCN(C(=O)COc2ccc(S(=O)(=O)N3CCOCC3)cc2)C1 (configuration not stated)
2.9	Cc1c(NC(=O)CN(C)CC(=O)Nc2ccc(F)c(F)c2F)c(=O)n(-c2ccccc2)n1C
-3.2	Cc1cc(C)c(CNC(=O)c2cc(C3CC3)nc3c2cnn3C(C)C)c(=O)[nH]1
59.9*[25 µM]	C[C@@H]1CN([C@H](C)CO)C(=O)c2c(c3ccccc3n2C)-c2ccccc2CO[C@@H]1CN(C)C(=O)c1cc(Cl)cc(Cl)c1
-0.3	Cc1ccc(C)c(NC(=O)CN(C)C(=O)c2ccc3ncsc3c2)c1
0.7	CCCCn1c(N)c(N(CC(C)C)C(=O)c2ccc(Br)o2)c(=O)[nH]c1=O
-2.1[25 µM]	O=C(C1CCC1)N1C[C@@H]2[C@H](c3ccccc31)[C@@H](CO)N2S(=O)(=O)c1ccccc1
5.5[25 µM]	CC[C@@H]1C/C=C\C[C@@H](c2ccccc2)NC(=O)CCC(=O)N1
-9.2[25 µM]	Cc1noc(C)c1S(=O)(=O)N(C)C[C@H]1OCCCC[C@H](C)Oc2ccc(N(C)C)cc2C(=O)N([C@H](C)CO)C[C@@H]1C
-25.0	Cn1c(=O)oc2cc(S(=O)(=O)Nc3ccc4c(c3)OCO4)ccc21
1.0	COCCCn1c(N)c(-c2nc3ccccc3n2C)c2nc3ccccc3nc21
9.2	Brc1nc(Br)n(Cc2ccccc2)n1
5.2	O=C(OCCOc1cccc(Cl)c1)C1CCN(S(=O)(=O)c2ccccc2)CC1

Given comma-delimited: part of the list above
mol,CD40 NFkB inh
Cc1noc(C)c1S(=O)(=O)N(C)C[C@H]1OCCCC[C@H](C)Oc2ccc(N(C)C)cc2C(=O)N([C@H](C)CO)C[C@@H]1C,-9.2[25 µM]
Cn1c(=O)oc2cc(S(=O)(=O)Nc3ccc4c(c3)OCO4)ccc21,-25.0
COCCCn1c(N)c(-c2nc3ccccc3n2C)c2nc3ccccc3nc21,1.0
Brc1nc(Br)n(Cc2ccccc2)n1,9.2

Remaining list, next part
CD40 NFkB inh	mol
21.8	O=C(NCc1cccnc1)NC1(C(F)(F)F)Oc2ccc(Cl)cc2O1 (configuration not stated)
11.3	CCN1C(=O)CS/C1=N\S(=O)(=O)c1ccccc1
0.4	CCCCCCc1c(O)c2ccccc2[nH]c1=O
14.2	CC(C)(C)NC(=O)NC(=O)COC(=O)CCC1CCCC1
-15.7	Cc1ccc(-c2nnn(CC(=O)N3CCCCC3)n2)o1
8.6	O=S(=O)(Cc1cc(NCc2ccccc2)nc(-c2ccccn2)n1)c1ccccc1
-8.4	CCOc1ccccc1OCC(=O)NCc1ccco1
16.3	CCCCC1(C)NC(=O)c2c(C)sc(C(=O)OCC)c2N1 (configuration not stated)
6.7	COc1cc(OC)cc(C(=O)NCCN2C(=O)S/C(=C\c3cccs3)C2=O)c1
7.1	N#CCC(=O)Nc1ccc(C(=O)NCC2(N3CCOCC3)CCCCC2)cc1
-5.7	COCC(=O)N1[C@H](CO)[C@@H](c2ccccc2)[C@@H]1CNC(=O)c1ccccn1
9.2[25 µM]	O=C(CC1CC1)N1CC(=O)N2[C@H](CO)[C@H](c3ccc(C#Cc4cccc(F)c4)cc3)[C@@H]2C1
13.1	O=C(CSc1nnnn1C1CC1)N1CCN(c2cccc(Cl)c2)CC1
6.9	CC(=O)Oc1cc2c(C(C)=O)coc2c2ccccc12
3.9	Cc1ccccc1S(=O)(=O)N[C@@H]1CC[C@H](CCn2cc(Cc3ccccc3)nn2)O[C@H]1CO
12.0	O=C(Nc1ccccc1)N1CC(=O)N2[C@H](CO)[C@@H](c3ccc(C#CC4CCCC4)cc3)[C@H]2C1
5.4[25 µM]	COC(=O)C[C@@H]1C[C@H]2c3cc(N)ccc3O[C@H]2[C@@H](CO)O1
15.7	CC(CCc1ccccc1)NC(=O)CN1CCN(Cc2ccccc2)C1=O (configuration not stated)
7.3	CC(=O)Nc1c(C(N)=O)oc2ccc(Cl)cc12
8.4	COc1ccccc1CNc1ccc2nnc(CCNC(=O)c3ccccc3)n2n1
7.8	CCc1ccc(NC(=O)C(C)OC(=O)c2ccc(-n3cnnn3)cc2)cc1 (configuration not stated)
10.4	NC(=O)c1ccsc1NC(=O)CN1CCN(S(=O)(=O)c2ccccc2C(F)(F)F)CC1
0.0[25 µM]	C[C@@H]1CN([C@H](C)CO)C(=O)c2c(c3ccccc3n2C)-c2ccccc2CO[C@H]1CN(C)C(=O)Nc1ccc(F)cc1
-1.0[25 µM]	COc1ccc(NC(=O)N2CC(=O)N3[C@@H](CO)[C@@H](c4ccc(Br)cc4)[C@@H]3C2)cc1
3.2	CC(C)NC(=O)Nc1ccc2c(c1)C(=O)N([C@@H](C)CO)C[C@H](C)[C@@H](CN(C)C(=O)CCC(F)(F)F)OCCCC[C@@H](C)O2
0.2	O=C(COC(=O)Cn1cnc2ccccc2c1=O)Nc1ccccc1OC(F)F
2.3	Cc1ccc(O)c(-c2cc(C(=O)NCc3ccc4c(c3)OCO4)[nH]n2)c1
4.2	COc1ccc(C(=O)Nc2ccc(N3CCN(c4ccc(OC)cc4)CC3)c(C#N)c2)cc1
-11.3	O=C(NCc1ccccn1)c1cccs1
-1.1	CCCNC(=O)C1(C)CCCN(C(=O)c2cccc(C#N)c2)C1 (configuration not stated)
-11.1[25 µM]	C[C@@H]1CN([C@H](C)CO)C(=O)CCCn2cc(nn2)CO[C@H]1CN(C)C(=O)c1ccc(N2CCN(C)CC2)cc1
4.9	COc1ccc(CN2CC(C(=O)NCc3cccc(OC)c3)CC2=O)cc1 (configuration not stated)
11.3	CCOC(=O)C1CCCN(C(=O)c2cc(S(=O)(=O)N3CCCCC3)ccc2Cl)C1 (configuration not stated)
17.6	COc1cc2c(cc1OC)CN(C(=O)c1ccncc1)CC2
9.9	O=S(=O)(c1cccnc1)N1CCn2cccc2C1c1ccccc1F (configuration not stated)
18.3	OC12CCCCC1C(c1ccc3c(c1)OCO3)N(Cc1ccc(F)cc1)CC2 (configuration not stated)
6.2	CN1CC2(C)CN(C(c3ccccc3)c3ccccc3)CC(C)(C1)C2O (configuration not stated)
-20.0[25 µM]	OC[C@@H]1[C@H](c2ccc(-c3ccc(F)cc3)cc2)[C@H]2CN(Cc3ccncc3)CCCCN12
-17.2	CN1c2ccc(-c3ccccc3)cc2[C@H]2[C@H](CCN2C(=O)NC2CCCC2)[C@@H]1CO
0.7	O=C(Cc1ccncc1)NCC[C@H]1CC[C@H](NC(=O)C2CCCC2)[C@@H](CO)O1

Random excerpt: six compounds from above, in no set order.
CD40 NFkB inh	mol
-17.2	CN1c2ccc(-c3ccccc3)cc2[C@H]2[C@H](CCN2C(=O)NC2CCCC2)[C@@H]1CO
11.3	CCOC(=O)C1CCCN(C(=O)c2cc(S(=O)(=O)N3CCCCC3)ccc2Cl)C1 (configuration not stated)
0.7	O=C(Cc1ccncc1)NCC[C@H]1CC[C@H](NC(=O)C2CCCC2)[C@@H](CO)O1
6.2	CN1CC2(C)CN(C(c3ccccc3)c3ccccc3)CC(C)(C1)C2O (configuration not stated)
18.3	OC12CCCCC1C(c1ccc3c(c1)OCO3)N(Cc1ccc(F)cc1)CC2 (configuration not stated)
9.9	O=S(=O)(c1cccnc1)N1CCn2cccc2C1c1ccccc1F (configuration not stated)

Other entries follow.
CD40 NFkB inh	mol
-0.5	CN(CCOc1ccc(Cl)cc1)C(=O)c1ccc2c(=O)n3c(nc2c1)CCC3
-2.6	O=C(/C=C/c1ccccc1)NCCS(=O)(=O)N1CCN(c2ccccc2)CC1
-3.5	Cc1nonc1CN(C)C(=O)c1ccc(OC2CCN(Cc3ccccn3)CC2)cc1
-0.5[25 µM]	C/C=C/c1ccc([C@H]2[C@@H](CO)N(C(=O)Nc3ccccc3F)[C@H]2C#N)cc1
-2.4[25 µM]	CC(C)CC#Cc1ccc([C@@H]2[C@H]3CN(C(=O)c4cccc(F)c4)CC(=O)N3[C@H]2CO)cc1
-1.5	CC(C)c1cn(CC[C@H]2CC[C@@H](NC(=O)C3CCCCC3)[C@H](CO)O2)nn1
11.7	COc1c(C)cc(C(O)c2ncc(-c3cccc(C(F)(F)F)c3)[nH]2)cc1C (configuration not stated)
10.8	COc1cccc(C(=O)N2CCC(n3nccc3NC(=O)C(OC)c3ccccc3)CC2)c1 (configuration not stated)
4.7	CC(=O)Nc1ccc(S(=O)(=O)NCC2CC3CCC2C3)cc1 (configuration not stated)
4.4	O=C(NN1CCN(Cc2ccccc2Cl)CC1)c1ccc(Br)cc1
1.3	CCOC(=O)c1ccc(NC(=O)COc2ccccc2CNCCO)cc1
-13.3[25 µM]	O=C(C1CCOCC1)N1CC(=O)N2[C@@H](CO)[C@H](c3ccc(C#CC4CCCCC4)cc3)[C@@H]2C1
1.5	FCCCOc1ccc(-c2ccnc3ncnn23)cc1
-6.2	CO[C@@H]1CN(C)C(=O)c2ccc(NC(=O)C3CCCC3)cc2OC[C@H](C)N(CC2CC2)C[C@@H]1C
4.9	O=C(CCN1CCC(c2ccccc2)C1)c1ccccc1 (configuration not stated)
2.7	CNC(=O)CC12CC3CC(CC(C3)C1)C2
2.8	CCOC(=O)c1c(N)c(C#N)c2n1CCCCC2
12.3	CCSc1ccccc1C(=O)N1CCN(c2ccc([N+](=O)[O-])cc2)CC1
-5.7	CCOC(=O)N(C)C[C@H]1OCc2ccccc2-c2ccccc2C(=O)N([C@H](C)CO)C[C@@H]1C
-10.9[25 µM]	O=C(CC(F)(F)F)N1C[C@H]2[C@@H](c3ccccc31)[C@H](CO)N2C(=O)C1CCCCC1
-1.6	COc1ccc(C(CNC(=O)c2ccc(OCc3csc(C)n3)cc2)N2CCCC2)cc1 (configuration not stated)
3.5	CNC(=O)c1ccc2cc(OC)c(OC)cc2c1
1.2	Cn1c(SCC(=O)NC2CCS(=O)(=O)C2)nnc1-c1ccco1 (configuration not stated)
-0.9	O=C(COc1ccc(/C=N/NS(=O)(=O)c2ccccc2)cc1)N1CCOCC1
10.7	CC1(C)Cc2ccccc2-c2nnnn21
